Screens deposited in PubChem BioAssay by The Scripps Research Institute Molecular Screening Center.
M4 ag – human M4 muscarinic receptor agonists, primary screen, CHO-K1 cells, Fluo-8 calcium fluorescence. Muscarinic acetylcholine receptor M4 (Homo sapiens), P08173. AID 624127, 2012. CHO-K1 hM4/Gqi5; vehicle 0%, full acetylcholine response 100%. activation, % at 3 µM. hit rate 0.14% among 360,000;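 active = activation above the run mean over all test wells plus 3 SD, cut at about 32% in these data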;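 also: peak over basal fluorescence ratio per well then scaled between controls; 0% = DMSO wells and 100% = acetylcholine at EC100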
Target sequence (P08173 whole entry, looked up): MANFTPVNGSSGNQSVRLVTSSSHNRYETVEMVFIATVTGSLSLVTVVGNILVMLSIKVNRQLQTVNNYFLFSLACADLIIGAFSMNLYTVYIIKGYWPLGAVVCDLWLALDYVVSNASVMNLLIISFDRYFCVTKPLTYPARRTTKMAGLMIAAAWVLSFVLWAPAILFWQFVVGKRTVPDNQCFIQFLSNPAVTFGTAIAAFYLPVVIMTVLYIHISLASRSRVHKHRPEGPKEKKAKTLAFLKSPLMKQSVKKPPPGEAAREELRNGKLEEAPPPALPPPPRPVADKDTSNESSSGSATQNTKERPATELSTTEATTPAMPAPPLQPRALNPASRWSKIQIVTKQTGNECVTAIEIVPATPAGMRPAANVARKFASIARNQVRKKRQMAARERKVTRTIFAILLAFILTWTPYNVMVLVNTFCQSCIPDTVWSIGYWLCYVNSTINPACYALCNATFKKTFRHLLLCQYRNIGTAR
CHO-K1 Ca antag – nonselective inhibitor or artifact in parental CHO-K1 cells; ATP-induced calcium, Fluo-8 fluorescence; inhibition, % at 3 µM; hit rate 0.6% among 360,000;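 active = inhibition above a per-plate cutoff, the plate's mean sample inhibition plus 3 SD, cut at about 24% in these data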;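 also: 0% = DMSO plus EC80 ATP and 100% = DMSO alone without ATP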
M1 PAM parental – nonselective calcium activators in parental CHO-K1 cells, primary screen, counter-screen for M1 PAM project, cell-based, Fluo-8 calcium fluorescence, full deck, 1536-well | ATP EC20; 0% at ATP EC20, 100% at ATP max | activation, % at 3 µM | hit rate 0.02% among 360,000;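 active = activation above the run cutoff, the mean activation of all test compounds plus 3 SD, cut at about 40% in these data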;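 also: peak over basal fluorescence ratio in a 140 s read after ATP addition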
CHRM4 antagonist – human M4 muscarinic receptor antagonists, primary screen, CHO cells, Fluo-8 calcium fluorescence; hit rate 0.73% among 360,000; CHO-hM4 cells, ACh EC80; inhibition, % at 3 µM; Muscarinic acetylcholine receptor M4 (Homo sapiens), P08173; AID 624125, 2012;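 active = inhibition above its plate's cutoff, the mean inhibition of sample wells plus 3 SD, cut at about 27% in these data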;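 also: 0% = acetylcholine EC80 with DMSO and 100% = DMSO without agonist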
M5 PAM – human M5 muscarinic receptor positive allosteric modulators, primary screen, CHO-K1 cells, Fluo-8 calcium fluorescence; activation, % at 3 µM; Muscarinic acetylcholine receptor M5 (Homo sapiens), P08912; hit rate 0.3% among 360,000; CHO-K1 hM5, ACh EC20 PAM; 0% = ACh EC20, 100% = ACh EC100; AID 624038, 2012;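 active = activation above the run cutoff, the mean activation of all test compounds plus 3 SD, cut at about 18% in these data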
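Replicates: One well per compound, no replicates | System: Human M5 receptor in CHO-K1 cells | Benchmarks: Low control EC20 acetylcholine (0%), high control EC100 acetylcholine (100%) | Probe or stimulus: Acetylcholine, EC20 level | Times: Fluo-8 loading 80 min at 37 °C plus 30 min room temperature | Signal: Intracellular calcium via Fluo-8 fluorescence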
CHO-K1 Ca ag – counter-screen for M1 agonists: effect in parental CHO-K1 cells; Fluo-8 calcium fluorescence; scaled to maximal ATP response, vehicle zero; activation, % at 3 µM; hit rate 0.48% among 360,000; AID 602248, 2012; in the data active = activation above about 15%;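 also: untransfected CHO-K1 host cells lacking M1 receptor as counterscreen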
CHRM5 agonist – human M5 muscarinic receptor agonists, primary screen, CHO-K1 cells, Fluo-8 calcium fluorescence; Muscarinic acetylcholine receptor M5 (Homo sapiens), P08912; CHO-K1 hM5 cells; 0% DMSO wells, 100% maximal acetylcholine response; activation, % at 3 µM; hit rate 0.19% among 360,000; AID 624037, 2012;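 active = activation above the run's mean over test compounds plus 3 SD, cut at about 23% in these data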;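 also: signal is peak over basal fluorescence ratio across the kinetic read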
CHRM5 antagonist – human M5 muscarinic receptor antagonists, primary screen, CHO cells, Fluo-8 calcium fluorescence | inhibition, % at 3 µM | CHO-hM5 cells, ACh EC80 | hit rate 0.59% among 360,000;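 active = inhibition above a per-plate cutoff, the mean of that plate's test compounds plus 3 SD, cut at about 27% in these data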;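 also: 0% = acetylcholine EC80 with DMSO and 100% = DMSO without agonist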
M4 PAM – human M4 muscarinic receptor positive allosteric modulators, primary screen, CHO-K1 cells, Fluo-8 calcium fluorescence | activation, % at 3 µM | hit rate 0.4% among 360,000 | CHO-K1 hM4/Gqi5, ACh EC20; 0% = ACh EC20, 100% = maximal ACh | Muscarinic acetylcholine receptor M4 (Homo sapiens), P08173;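 active = activation above its plate's cutoff, the mean activation of sample wells plus 3 SD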; also: some results filed as inactive read as strong as hits
* = called active by the depositor.

Molecule,M4 ag,CHO-K1 Ca antag,M1 PAM parental,CHRM4 antagonist,M5 PAM,CHO-K1 Ca ag,CHRM5 agonist,CHRM5 antagonist,M4 PAM
Cc1cc(C)cc(NC(=O)COC(=O)CNC(=O)C2CCCCC2)c1,1.2,-15.6,3.2,0.9,-2.5,-0.7,-0.4,4.2,10.7
COc1ccc(C(=O)NC(=S)Nc2ccc(S(N)(=O)=O)cc2)cc1,0.2,4.8,2.6,-0.3,5.8,0.0,-0.5,9.9,-1.4
O=c1[nH]c(CN2CCOCC2)nc2ccccc12,1.0,0.8,5.5,-0.5,-3.7,0.4,0.3,0.5,6.1
CN(CCC#N)C(=O)CC1(Cc2ccccc2)CCOC(C)(C)C1 (stereo unspecified),0.1,-14.7,14.8,5.4,11.4,1.1,1.8,3.1,7.3
COc1ccc(NC(=O)C2CCCN2S(=O)(=O)c2ccc(F)cc2)cc1 (stereo unspecified),0.7,3.4,7.1,-13.2,3.4,-0.7,1.3,-6.3,0.3
Cc1cccc(OCC(=O)N/N=C/c2cn[nH]c2-c2ccc(Cl)c(Cl)c2)c1,2.2,-20.7,11.1,-15.5,0.8,0.3,-0.7,3.5,6.7
CC(OC(=O)CCC1CCCCC1)C(=O)Nc1ccc(S(N)(=O)=O)cc1 (stereo unspecified),5.8,-8.1,17.4,-4.8,-2.5,8.2,6.6,7.1,0.8
CCC(=O)Nc1cccc(-c2nc3ncccc3o2)c1C,1.4,-9.3,10.6,-0.3,-2.7,1.0,2.5,0.3,0.3
CCOC(=O)C1(CCCc2ccccc2)CCN(C(=O)CCc2cnn(C)c2)CC1,4.1,8.0,-5.8,-2.9,0.6,1.8,1.8,1.0,1.0
CSc1nnc(CCCCCCCCc2nnc(SC)o2)o1,12.7,-12.8,12.0,8.0,-11.8,5.1,7.2,14.2,-22.3
N#C/C(=C\Nc1ccc2cn[nH]c2c1)c1nc(-c2ccc(Cl)cc2)cs1,1.9,-8.0,7.0,-6.3,0.7,1.5,1.0,6.9,1.8
Cc1ccoc1C(=O)N1CCCC(CO)(Cc2ccc(F)cc2)C1 (stereo unspecified),1.6,1.2,8.8,-2.3,-1.7,2.4,0.1,0.9,-5.3
COc1cccc(/C=C2\SC(=O)N(CCC(=O)N3CCC(C(=O)O)CC3)C2=O)c1,0.7,-9.6,-4.0,-1.9,11.3,1.3,-1.1,-19.8,3.8
C=CCn1c(SCC(=O)Nc2nc3ccccc3s2)nnc1-c1ccccc1O,14.1,-21.8,13.2,15.4,-18.6,9.8,13.2,13.8,-13.4
O=[N+]([O-])c1ccc2nc(-[n+]3c(-c4ccccc4)cc(-c4ccccc4)cc3-c3ccccc3)[nH]c2c1,-0.7,-9.5,22.4,-7.4,8.0,-0.1,-3.7,-10.8,-5.4
COc1ccc(C(C(=O)OC(C)CN(C)C)c2ccccc2)cc1 (stereo unspecified),1.1,-16.1,9.3,-4.3,-6.9,0.5,-12.5,6.4,4.0
C[C@@H]1CC2=C(C(=O)OC(C)(C)O2)[C@H](c2ccc(F)cc2)O1,-0.4,-19.8,12.8,5.0,-4.0,0.2,0.3,4.8,6.0
COCC(=O)N1CCN(c2cccc(Cl)c2)CC1,2.1,-6.9,8.0,-8.7,-1.6,0.8,-5.5,13.2,8.4
CC(OC(=O)c1ccc(S(=O)(=O)N2CCCCC2)cc1)C(=O)Nc1ccc(C(N)=O)cc1 (stereo unspecified),-1.2,7.0,-16.9,-5.5,-3.0,-0.3,-1.3,4.1,0.5
CN(Cc1ccccc1)C(=O)COC(=O)c1ccc(S(=O)(=O)N(C)C)cc1,2.5,-0.8,16.0,-5.2,-5.6,1.0,0.0,-6.5,-1.2
COc1ccc(C2=NN(S(=O)(=O)c3ccccc3)C(c3ccccc3)C2)cc1 (stereo unspecified),2.4,-10.2,19.5,-7.6,6.3,1.7,0.7,-1.2,-13.1
CC[C@]12c3[nH]c4cc(-c5ccco5)ccc4c3CCN1C(=O)[C@@H](CC(=O)NCC13CC4CC(CC(C4)C1)C3)C[C@@H]2C(=O)N1CCN(C(=O)C2CC2)CC1,-1.3,-9.1,6.3,-3.2,-2.5,-0.8,2.7,8.6,-6.1
O=C(Nc1nc(-c2ccc3c(c2)OCCO3)cs1)c1ccc(S(=O)(=O)N2CCCCC2)cc1,1.8,3.1,-3.2,1.1,-4.8,0.5,1.5,10.4,0.2
CCc1nnc(NC(=O)CN2CCOCC2)s1,0.8,4.3,-1.0,4.7,-3.5,0.0,2.4,7.7,-0.7
C=CCN(c1ccccc1Cl)S(=O)(=O)c1cc(C(=O)N2CCCC2)ccc1Cl,-0.8,-6.3,-17.9,6.8,-3.7,0.9,-8.0,11.6,-15.8
Cc1[nH]c2ccccc2c(=O)c1SC(F)(F)C(F)C(F)(F)F (stereo unspecified),2.9,4.6,2.5,5.6,-1.2,2.8,1.9,-5.3,0.9

Eleven compounds from above, sorted by heavy-atom count, ascending:
Molecule,M4 ag,CHO-K1 Ca antag,M1 PAM parental,CHRM4 antagonist,M5 PAM,CHO-K1 Ca ag,CHRM5 agonist,CHRM5 antagonist,M4 PAM
CCc1nnc(NC(=O)CN2CCOCC2)s1,0.8,4.3,-1.0,4.7,-3.5,0.0,2.4,7.7,-0.7
COCC(=O)N1CCN(c2cccc(Cl)c2)CC1,2.1,-6.9,8.0,-8.7,-1.6,0.8,-5.5,13.2,8.4
C[C@@H]1CC2=C(C(=O)OC(C)(C)O2)[C@H](c2ccc(F)cc2)O1,-0.4,-19.8,12.8,5.0,-4.0,0.2,0.3,4.8,6.0
Cc1[nH]c2ccccc2c(=O)c1SC(F)(F)C(F)C(F)(F)F (stereo unspecified),2.9,4.6,2.5,5.6,-1.2,2.8,1.9,-5.3,0.9
COc1ccc(C(C(=O)OC(C)CN(C)C)c2ccccc2)cc1 (stereo unspecified),1.1,-16.1,9.3,-4.3,-6.9,0.5,-12.5,6.4,4.0
C=CCN(c1ccccc1Cl)S(=O)(=O)c1cc(C(=O)N2CCCC2)ccc1Cl,-0.8,-6.3,-17.9,6.8,-3.7,0.9,-8.0,11.6,-15.8
C=CCn1c(SCC(=O)Nc2nc3ccccc3s2)nnc1-c1ccccc1O,14.1,-21.8,13.2,15.4,-18.6,9.8,13.2,13.8,-13.4
CC(OC(=O)c1ccc(S(=O)(=O)N2CCCCC2)cc1)C(=O)Nc1ccc(C(N)=O)cc1 (stereo unspecified),-1.2,7.0,-16.9,-5.5,-3.0,-0.3,-1.3,4.1,0.5
O=C(Nc1nc(-c2ccc3c(c2)OCCO3)cs1)c1ccc(S(=O)(=O)N2CCCCC2)cc1,1.8,3.1,-3.2,1.1,-4.8,0.5,1.5,10.4,0.2
O=[N+]([O-])c1ccc2nc(-[n+]3c(-c4ccccc4)cc(-c4ccccc4)cc3-c3ccccc3)[nH]c2c1,-0.7,-9.5,22.4,-7.4,8.0,-0.1,-3.7,-10.8,-5.4
CC[C@]12c3[nH]c4cc(-c5ccco5)ccc4c3CCN1C(=O)[C@@H](CC(=O)NCC13CC4CC(CC(C4)C1)C3)C[C@@H]2C(=O)N1CCN(C(=O)C2CC2)CC1,-1.3,-9.1,6.3,-3.2,-2.5,-0.8,2.7,8.6,-6.1
